697 NFkB inh = lowers PMA/ionomycin-induced NF-kB signal in 697 B cells. 697 B-cell NF-kB luciferase reporter, 16 h. inhibition, % at 4 µM. actives 0.33% (n = 330,000). AID 435022; in the data active = inhibition above about 35%
CCR6 antag = CCR6 (human) receptor antagonism; P51684; AID 493098; actives 0.49% (n = 340,000); inhibition, % at 20 µM; CHO-K1 CCR6 PathHunter beta-arrestin, luminescence, CCL20-stimulated;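 active = compounds whose inhibition of the agonist-driven luminescence signal at 20 µM reaches about 50%, limit read from the data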;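 note: cells stimulated with CCL20 at 14 nM final; plate controls were DMSO with CCL20 for no effect and DMSO without agonist for full effect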
Target sequence (P51684 whole entry, looked up): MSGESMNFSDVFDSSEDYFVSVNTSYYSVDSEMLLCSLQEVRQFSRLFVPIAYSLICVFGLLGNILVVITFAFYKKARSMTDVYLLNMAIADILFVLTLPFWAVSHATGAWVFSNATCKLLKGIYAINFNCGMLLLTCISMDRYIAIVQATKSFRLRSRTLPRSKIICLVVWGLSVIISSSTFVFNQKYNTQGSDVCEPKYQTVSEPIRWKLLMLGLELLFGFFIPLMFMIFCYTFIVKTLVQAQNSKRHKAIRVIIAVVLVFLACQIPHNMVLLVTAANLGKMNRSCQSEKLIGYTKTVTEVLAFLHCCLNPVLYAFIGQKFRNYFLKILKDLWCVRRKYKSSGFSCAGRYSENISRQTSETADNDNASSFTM
SENP8 inh = blocks the human protease SENP8; inhibition, % at 10 µM; purified SENP8, Z-RLRGG-aminoluciferin cleavage, luminescence; Q96LD8; actives 1.2% (n = 330,000)
Target sequence (Q96LD8 whole entry, looked up): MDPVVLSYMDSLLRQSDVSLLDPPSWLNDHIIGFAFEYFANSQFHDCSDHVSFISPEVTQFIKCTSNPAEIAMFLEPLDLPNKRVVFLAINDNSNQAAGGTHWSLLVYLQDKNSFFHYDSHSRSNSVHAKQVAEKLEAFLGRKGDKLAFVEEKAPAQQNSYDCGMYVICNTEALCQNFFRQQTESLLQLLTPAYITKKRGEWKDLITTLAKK
Gli-Sufu antag = Gli-Sufu pathway antagonism | Sufu-KO-LIGHT fibroblasts, Gli luciferase reporter luminescence | inhibition, % at 5 µM | actives 0.74% (n = 340,000);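 active = inhibition above about 55%, limit read from the data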;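 note: 0% = DMSO-treated cells and 100% = wells with medium but no cells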
Jurkat NFkB inh = inhibitors of the PMA/ionomycin-induced NF-kB reporter in Jurkat cells; PMA/ionomycin-induced NF-kB luciferase reporter, luminescence; inhibition, % at 4 µM; actives 0.53% (n = 330,000)
Apaf1 inhib = blocks human Apaf-1 apoptosome activity. O14727. reconstituted apoptosome caspase-3 activity, DEVD-Rh110 fluorescence. inhibition, % at 20 µM. actives 0.71% (n = 330,000); active = inhibition of at least 40% at 20 µM;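 note: plate controls were DMSO wells for no effect and DEVD-CHO caspase inhibitor wells for full effect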
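System: reconstituted apoptosome with Apaf-1, cytochrome c, caspase-9, procaspase-3, dATP; Signal: Rh110 fluorescence intensity; Schedule: 30 min compound preincubation, 50 min activation, room temperature; Reagent: cytochrome c trigger plus (Z-DEVD)2-Rh110 caspase-3 substrate.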
UBC13 inh = blocks human UBC13 polyubiquitin chain formation. inhibition, % at 20 µM. TR-FRET. actives 0.47% (n = 330,000). P61088. AID 485273; in the data active = inhibition above about 45%, passing the limit was not always enough
Target sequence (P61088 whole entry, looked up): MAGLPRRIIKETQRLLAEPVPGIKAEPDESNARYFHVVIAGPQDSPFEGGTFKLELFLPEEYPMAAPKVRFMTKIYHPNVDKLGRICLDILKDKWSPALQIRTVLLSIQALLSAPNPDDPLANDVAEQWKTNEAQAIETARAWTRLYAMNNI
EBI2 antag = antagonists of human EBI2 receptor | P32249 | EBI2 beta-arrestin recruitment, luminescence, 7a,25-OHC stimulated | inhibition, % at 5 µM | actives 0.81% (n = 360,000) | AID 651636; in the data active = inhibition above about 38%;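 note: enzyme fragment complementation signal reports receptor beta-arrestin coupling in cells; 0% = agonist plus DMSO wells and 100% = wells without agonist; some results beyond the cut were filed as inactive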
Active calls of the source: *; . = no result given. Cut-off read from the data, not from the text of the source, unless noted: active = inhibition above about 50%; inactive = the rest.

SMILES	697 NFkB inh	CCR6 antag	SENP8 inh	Gli-Sufu antag	Jurkat NFkB inh	Apaf1 inhib	UBC13 inh	EBI2 antag
CCCS(=O)(=O)N1CCN(C(=O)c2cccs2)CC1	-5.4	6.1	-11.6	-1.5	-6.0	-1.7	3.7	-8.1
Cc1ccc2c(c1)N(CCC(=O)NCc1cccs1)C(=O)C(C)O2 (stereo not drawn)	18.0	-7.5	2.1	-4.5	5.5	2.5	-1.1	-1.1
COc1ccc(N(C(=O)Cn2nnc3ccccc32)C2(C(=O)NC3CCCC3)CCCCC2)cc1	9.9	13.1	8.1	9.4	14.2	-16.8	-0.3	6.3
C=CCNC(=O)c1onc(CSc2cc(C)cc(C)c2)c1C(=O)NCC=C	17.2	19.5	-0.5	2.3	1.5	7.9	10.2	3.7
O=C1CC(c2nc3ccccc3[nH]2)CN1Cc1ccccc1 (stereo not drawn)	11.9	-4.4	2.5	7.0	-5.1	3.1	2.3	4.5
COc1cc2sc3cc(NCc4ccc5c(c4)OCO5)ccc3c(=O)c2cc1OC	-34.8	5.1	44.3	-14.1	-2.1	20.4	15.9	10.5
COCc1cc(C)n(CC(=O)Nc2cc(C)cc(C)c2)c(=O)c1C#N	15.3	8.7	3.6	-1.5	9.9	1.8	7.4	-12.3
CC(C)CC(OC(=O)CC1Sc2ccccc2NC1=O)C(=O)NC1CCCC1 (stereo not drawn)	-5.8	6.4	0.6	-3.7	-3.0	16.0	-4.8	-2.9
CC(Nc1n[nH]c(=S)[nH]c1=O)C(=O)OCc1ccccc1 (stereo not drawn)	8.2	14.4	5.3	1.5	0.6	-6.2	1.0	11.7
COc1ccc(CNC(=O)CSc2nc(C)cs2)cc1	4.4	4.2	3.0	-10.6	6.3	-4.9	-2.0	-2.5

Next section; it opens with the 2 that closed the last part.
SMILES	697 NFkB inh	CCR6 antag	SENP8 inh	Gli-Sufu antag	Jurkat NFkB inh	Apaf1 inhib	UBC13 inh	EBI2 antag
CC(Nc1n[nH]c(=S)[nH]c1=O)C(=O)OCc1ccccc1 (stereo not drawn)	8.2	14.4	5.3	1.5	0.6	-6.2	1.0	11.7
COc1ccc(CNC(=O)CSc2nc(C)cs2)cc1	4.4	4.2	3.0	-10.6	6.3	-4.9	-2.0	-2.5
O=C(c1ccco1)N1CCN(c2cccc(Cl)c2)CC1	-23.6	17.8	-14.5	-7.1	-20.0	-2.1	-6.4	-14.3
CCCC(=O)Nc1sc(C(=O)Nc2cccc(N)c2)c(C)c1C(=O)OC	-79.2	1.5	-5.8	-80.5	-100.9	7.6	-6.6	3.2
Cc1nc2ccc(NC(=O)CS(=O)(=O)c3ccc(F)cc3)cc2s1	-8.2	10.2	-4.0	-25.5	-21.1	3.8	-9.7	4.4
CCc1c(O)nc(N2CCN(Cc3ccccc3)CC2)[nH]c1=O	16.3	0.7	-7.0	2.1	-5.4	10.8	-3.3	2.5
CCOC(=O)C1CCCCN1S(=O)(=O)c1ccc2c(c1)CC(C)N2C(=O)C1CCC1 (stereo not drawn)	-53.1	15.5	5.7	25.2	-3.0	14.6	-6.1	-8.7
CCS(=O)(=O)N1Cc2ccccc2CC1C(=O)Nc1nnc(SCc2c(Cl)cccc2Cl)s1 (stereo not drawn)	-4.1	15.0	-8.4	4.9	2.5	25.9	-11.1	4.8
COc1ccc(CNC(=O)CN2C(=O)NC3(CCCCCC3)C2=O)cc1	-9.5	6.1	-9.1	4.5	-3.3	-1.3	-4.1	-3.4
COc1ccccc1N(C)S(=O)(=O)c1ccc(C(=O)OCC(=O)NCCC2=CCCCC2)cc1	14.9	6.2	4.4	-1.6	-3.5	18.5	-7.6	4.5
CCC1CCCCN1CCCNC(=O)CNC(=O)c1nn(-c2ccc(OC)c(Cl)c2)c(=O)c2ccccc12 (stereo not drawn)	3.6	21.8	3.5	28.2	-9.0	14.3	12.3	-0.2
O=C(NCc1ccccn1)C(=O)Nc1cccc2ccccc12	7.9	13.2	-4.0	-1.5	1.1	-2.9	6.4	-0.7
Cc1ccc(S(=O)(=O)NCCC(=O)NCCCSc2ccccc2)cc1	0.5	20.9	-14.1	2.6	-5.6	23.9	5.5	0.1
Cc1nnc(N/N=C/C2CC=CCC2)[nH]c1=O (stereo not drawn)	14.2	9.4	4.1	-5.4	-1.9	-5.6	4.4	-9.6
CC(C)[C@H](NC(=O)N1CCn2c1nc1ccccc12)C(=O)NCc1ccc2c(c1)OCO2	-0.1	-0.6	1.3	0.7	8.6	1.1	1.1	-14.6
Cc1cccc(OCc2nc(-c3ccc(-n4cccc4)cc3)no2)c1	6.7	-10.5	3.2	3.2	9.9	1.0	-0.8	1.1
O=C(O)CCCC(=O)N1CCCC1	15.0	-8.5	-3.8	2.9	11.2	1.7	2.3	-11.9
O=C(Cc1ccccc1[N+](=O)[O-])NCc1ccccc1Cl	-45.2	-19.4	0.1	-51.4	-79.3	-16.4	15.1	1.2
O=C(CN(C(=O)CNC(=O)c1cccs1)c1ccccc1F)NC1CCCC1	1.6	-2.5	-0.1	-25.8	8.5	-10.2	1.9	-3.4
COc1ccc(CNC(=O)C(=O)NCC2CCCN2S(=O)(=O)c2cccs2)cc1 (stereo not drawn)	-55.0	15.2	21.4	-3.6	-47.0	6.0	-0.1	1.9
COc1ccc(OC)c2[nH]c(=O)c(CCNC(=O)c3ccc(Br)o3)cc12	-24.0	-3.7	-12.0	0.5	-6.3	-20.7	-4.0	-3.1
COc1ccccc1N1CCN(C2CCCN(C(=O)CN3CCCCC3=O)C2)CC1 (stereo not drawn)	12.3	17.7	-12.4	8.2	1.8	1.9	-2.3	-12.7

As entered above:
Gli-Sufu antag, CC(C)[C@H](NC(=O)N1CCn2c1nc1ccccc12)C(=O)NCc1ccc2c(c1)OCO2 : 0.7
Gli-Sufu antag, O=C(O)CCCC(=O)N1CCCC1 : 2.9
Apaf1 inhib, COc1ccc(OC)c2[nH]c(=O)c(CCNC(=O)c3ccc(Br)o3)cc12 : -20.7
697 NFkB inh, COc1ccccc1N1CCN(C2CCCN(C(=O)CN3CCCCC3=O)C2)CC1 (stereo not drawn) : 12.3
Jurkat NFkB inh, O=C(Cc1ccccc1[N+](=O)[O-])NCc1ccccc1Cl : -79.3

Further compounds follow:
SMILES	697 NFkB inh	CCR6 antag	SENP8 inh	Gli-Sufu antag	Jurkat NFkB inh	Apaf1 inhib	UBC13 inh	EBI2 antag
Nc1cc(Cl)nnc1Cl	9.9	8.6	-3.6	-17.9	26.2	-6.5	10.2	4.6
O=C(COC(=O)c1ccccc1NC(=O)c1ccccc1)c1ccc([N+](=O)[O-])cc1	6.1	22.6	-2.3	0.5	0.3	8.7	-2.8	-6.6
CN(CC(=O)Nc1ccc(C#N)cc1)Cc1ccc(Cl)cc1	-37.2	10.5	-1.5	1.3	13.5	-15.4	-1.3	-4.3
Cc1cccc(C(=O)NC(C(=O)Nc2nc(-c3ccccn3)cs2)C(C)C)c1 (stereo not drawn)	-4.0	10.1	-0.4	15.8	9.1	14.8	-20.0	-20.6
O=C(Nc1cccc(Cl)c1)C1=CC=CN2CCS(=O)(=O)N=C12	8.0	0.6	5.5	-2.0	-3.5	-6.5	7.1	4.0
CCC(C)N=C1Sc2nc3ccc(C)cc3cc2CN1CCOC (stereo not drawn)	-4.2	11.7	-4.8	-3.6	0.8	8.7	-15.3	8.4
CCC1=NN(C(=O)Cc2ccccc2)C(O)(c2ccncc2)C1 (stereo not drawn)	-4.3	2.2	-0.8	-4.3	-4.4	7.7	6.2	-0.4
CCOC(=O)NC(NCc1ccccc1Cl)(C(F)(F)F)C(F)(F)F	-1.4	11.5	-3.9	-0.3	-5.5	2.9	-1.5	0.4
O=C(CSc1nc2ccccc2c(=O)n1CCCN1CCOCC1)NCCc1ccccc1	5.9	9.9	-5.0	4.6	0.3	8.0	9.1	11.3
O=C(CN1CCN(C2CCCCC2)CC1)Nc1cccc2ccccc12	9.0	10.4	2.3	9.7	0.3	-27.8	6.3	0.9
COC(=O)c1cc(C(=O)OC)cc(-n2c(C)cc(C=O)c2C)c1	17.9	-7.6	2.2	-2.0	-5.2	-0.2	2.8	0.1
COCCNc1ncnc2c1cnn2-c1ccc(Cl)cc1	-170.8	4.4	-21.0	-69.5	-120.1	13.0	-5.3	0.5
COc1ccc(Cc2nc3ccc(C(=O)N(C)CCn4ccnc4)cc3o2)cc1OC	-43.3	8.6	0.6	-5.1	-31.2	16.2	-5.2	-20.9
CC(C)C(OC(=O)c1cc2c(s1)CCCCC2)C(=O)NC(N)=O (stereo not drawn)	-28.9	6.0	-8.1	-4.1	2.1	5.7	0.1	2.7
CC(=O)Oc1ccc(/C=c2\sc3ncnn3c2=O)cc1	1.0	17.8	-25.7	-19.7	-8.6	14.2	-10.7	-1.8
Cc1ccc(C)c(S(=O)(=O)Nc2ccc3scnc3c2)c1	-15.5	6.3	-6.7	-3.0	15.5	13.7	-4.7	-4.6
CN(C)c1ccc(CN(C)C2CCCCC2)cc1	6.5	0.3	8.3	0.1	2.1	-7.0	4.6	1.5
CCOC(=O)C1=C(C)NC2=C(C(=O)CCC2)C1c1ccc(O)c(OCC)c1 (stereo not drawn)	8.5	-5.3	-5.3	5.9	-7.8	0.4	0.3	-8.0
Cn1c(N)c(C(=O)COC(=O)c2ccc(Cl)c(S(=O)(=O)N3CCCC3)c2)c(=O)n(C)c1=O	-13.6	12.2	-6.3	1.7	3.1	6.6	4.1	7.5
CCOc1ccc(NC(=O)CN(C)C(=O)c2cc(S(=O)(=O)N(C)C)ccc2N2CCCC2)cc1OCC	-16.0	-9.2	-7.4	-3.0	-7.2	7.9	-7.5	-13.3

Compounds above that contain a nitro group on carbon, in the order listed:
SMILES	697 NFkB inh	CCR6 antag	SENP8 inh	Gli-Sufu antag	Jurkat NFkB inh	Apaf1 inhib	UBC13 inh	EBI2 antag
O=C(Cc1ccccc1[N+](=O)[O-])NCc1ccccc1Cl	-45.2	-19.4	0.1	-51.4	-79.3	-16.4	15.1	1.2
O=C(COC(=O)c1ccccc1NC(=O)c1ccccc1)c1ccc([N+](=O)[O-])cc1	6.1	22.6	-2.3	0.5	0.3	8.7	-2.8	-6.6

Following part:
SMILES	697 NFkB inh	CCR6 antag	SENP8 inh	Gli-Sufu antag	Jurkat NFkB inh	Apaf1 inhib	UBC13 inh	EBI2 antag
Cc1noc(C)c1COc1ccccc1C(=O)NNC(=O)C(C)Oc1ccccc1F (stereo not drawn)	12.7	3.8	-4.9	4.0	15.2	-6.7	-2.9	-21.5
Cn1c(N2CCOCC2)cc(=O)n(C)c1=O	-6.8	6.6	-2.0	19.0	11.2	-21.3	-4.8	-2.6
Cc1cc(C)nc(SCc2cccc(C(=O)O)c2)n1	14.8	5.9	-4.8	5.3	4.3	-20.7	2.1	-17.7
COc1ccccc1C(=O)OCC(=O)NC(=O)NCc1ccccc1	-3.0	16.4	1.9	-6.2	9.6	-4.3	6.5	-13.1
CC(Oc1ccccc1)C(=O)N1CCC2(CC1)Oc1ccc(Cl)cc1C(=O)C21CC(c2ccccc2)=NO1 (stereo not drawn)	-2.7	.	1.7	.	24.4	13.9	-20.4	.
CC(C)C(c1nnnn1Cc1cccs1)N1CCN(C2CCCC2)CC1 (stereo not drawn)	-16.3	16.8	-1.9	0.4	-25.0	-2.1	-3.4	0.0
CCC(=O)c1ccc2c(c1)N(CCCN(C)C)c1ccccc1S2	0.5	33.0	-0.8	10.9	-4.0	28.8	35.5	-2.2
O=C(COC(=O)C1=Cc2ccccc2OC1)NCc1ccco1	8.7	8.6	-4.5	-3.8	9.3	-13.6	5.5	6.7
C#CCN1Cc2ccccc2Oc2cc(Br)ccc2S1(=O)=O	17.4	32.7	.	6.0	.	10.8	.	9.4
O=C(CNC(=O)C12CC3CC(CC(C3)C1)C2)N1CCN(S(=O)(=O)/C=C/c2ccccc2)CC1	-17.7	21.3	-8.6	10.9	23.9	18.3	-6.4	8.2
Cc1c(Cl)c([N+](=O)[O-])nn1CCCC(=O)Nc1cc(Oc2ccccc2)cc([N+](=O)[O-])c1	-75.3	25.2	-3.5	10.1	34.5	-10.8	-7.3	31.8
CCN(CCCCN1C(=O)c2ccccc2C1=O)c1ccc2c(c1)C(=O)N(C)C2=O	12.5	6.9	3.2	8.3	4.8	15.4	-10.7	4.9
CNc1cc(N2CCN(S(=O)(=O)N(C)C)CC2)ccc1[N+](=O)[O-]	17.4	25.7	4.1	20.2	-2.4	2.0	-56.2	-11.8

High-throughput results as filed in PubChem.

These rows are one share of the data, so the mix of outcomes need not match the whole.
